All columns: NCI-60 one-dose screen, growth in % after 48 h at 10 µM unless noted; 100 = growth as untreated, 0 = no growth, -100 = all killed.
SF-539 = SF-539 CNS cancer. actives 6.8% (n = 81,000). AID 1794752
SNB-75 = SNB-75 CNS cancer | actives 5% (n = 79,000)
DU-145 = DU-145 prostate cancer; AID 1794760; actives 4.2% (n = 81,000)
HCC-2998 = HCC-2998 colon cancer | AID 1794799 | actives 4.7% (n = 79,000)
SF-268 = SF-268 CNS cancer cells. actives 3.1% (n = 82,000). AID 1794759
SF-295 = SF-295 CNS cancer cells | actives 5.6% (n = 79,000)
PC-3 = PC-3 prostate cancer cells | actives 3.9% (n = 80,000) | AID 1794754
SNB-19 = SNB-19 CNS cancer cells | actives 2.5% (n = 81,000) | AID 1794751
U251 = U251 CNS tumor cells; AID 1794753; actives 5.4% (n = 80,000)
The depositor's hits bear a star; · = no result given; & = joins results of further samples; [ ] = remark or other dose. The calls were made as follows: active = growth percent below 10; inactive = the rest.

smiles	SF-539	SNB-75	DU-145	HCC-2998	SF-268	SF-295	PC-3	SNB-19	U251
COc1ccc(C(=O)c2cc(C)c(OC)c(C)c2)c(OC)c1N(C(=O)CCl)C(=O)CCl	-21.1*	45.2	0.1*	13.5	24.6	5.4*	13.1	11.9	16.1
CSc1ccc2c(c1)N(C(=O)/C(C#N)=C/C=C/c1ccccc1)c1ccccc1S2	94.6	65.0	75.1	87.7	78.9	89.0	55.1	79.8	75.9
COc1cc(C=NCc2ccccc2)ccc1O	100.0&106.1	88.2&97.2	83.9&109.9	109.4&110.7	87.4&103.8	97.0&101.2	93.9&92.9	98.8&100.2	103.5&102.2
CCOc1cc(/C=N/N=C2c3ccccc3-c3ccccc32)ccc1O	95.7	100.7	90.0	96.6	97.4	108.9	93.4	106.9	101.8
CCCNS(=O)(=O)c1cc(C(=O)Nc2cccc(NC(=O)c3cc(S(=O)(=O)NCCC)c(O)c(O)c3O)c2)c(O)c(O)c1O	95.3	92.4	106.6	98.8	93.5	101.1	100.1	105.9	105.2
C#CCOc1ccc(C(Nc2ccc(F)c(Br)c2)c2nnnn2C2CCCCC2)cc1OC (configuration not stated)	76.0	75.7	89.1	80.8	59.9	71.9	60.6	71.4	71.7
O=[N+]([O-])c1cccc(/C=N/N2CCCCCC2)c1	117.3	81.0	105.9	93.6	101.5	·	·	88.0	93.9
CCN(CC)CCCNc1cc(OC)cc2ccc(OC)nc12	96.5	88.8	110.6	103.7	100.2	105.5	90.8	101.2	102.9
COc1ccc(-c2cc(-c3cc(-c4ccc(OC)cc4)on3)no2)cc1	103.6	89.4	109.4	112.3	97.0	104.6	97.4	97.8	101.8
CCCCCCn1c(-c2ccc(C(=O)O/N=C(\N)c3ccc4ccccc4c3)cc2)nc(-c2ccccc2)c1-c1ccccc1	48.8	16.0	53.9	93.8	51.3	70.1	51.3	68.9	50.2
N/N=C(\N)c1c(N)nc(=S)[nH]c1-c1ccc(Cl)cc1Cl	94.6	·	119.8	103.1	108.4	94.5	96.8	93.4	104.0
O=C(Nc1nc(C(=O)N2CCN(C(c3ccccc3)c3ccccc3)CC2)cs1)c1ccc(NC2CCCCC2)c([N+](=O)[O-])c1	93.3	86.1	98.9	72.7	86.3	69.9	76.1	85.9	83.5
CC(=O)c1ccc(S(=O)(=O)N(C)c2oc(-c3cccc4ccccc34)nc2C#N)cc1	95.5	·	100.5	102.2	94.7	95.5	87.0	97.8	101.7
COc1ccc(OC)c(Nc2nc(SC(C)C)nc(-c3ccccc3)c2C#N)c1	99.3	104.0	101.0	102.9	94.6	100.4	108.0	98.8	104.6
Cc1[nH]c2ncnc(Nc3ccc(NC(=O)Nc4cccc(Cl)c4)cc3)c2c1C	76.8	72.0	97.6	99.1	81.5	80.1	77.7	84.6	77.6
CCN1C(=S)N(CC)C2C1NC(=O)N2/N=C/C=C/c1ccccc1OC (configuration not stated)	84.8	67.3	100.8	103.7	94.7	82.3	75.1	82.6	87.4
COc1ccc(N2C(=O)CC(Sc3ccccc3N)C2=O)cc1 (configuration not stated)	91.4	74.9	107.1	106.6	100.8	78.7	86.2	94.6	93.0
O=C(NCc1ccc(Cl)cc1Cl)C1CC(=O)N(C(=O)Nc2ccc(Cl)nc2)C1 (configuration not stated)	102.8	96.3	107.6	97.1	97.2	94.6	78.6	95.2	92.6
Cc1ccc(-c2cc(-c3cc4ccccc4nc3Cl)[nH]c(=S)n2)cc1	55.7	66.2	63.7	77.3	77.8	45.1	53.1	71.1	71.8
COC(=O)C1=C(C(=O)ONCCN(C)C)C2C=CC1(C(Cc1ccccc1)Nc1ccc(F)cc1)O2 (configuration not stated)	97.3	106.2	95.6	106.7	91.7	113.0	104.7	105.4	100.0

Entries of single compounds, quoted from the list.
C#CCOc1ccc(C(Nc2ccc(F)c(Br)c2)c2nnnn2C2CCCCC2)cc1OC (configuration not stated) is listed with SF-539 = 76.0; SNB-75 = 75.7; DU-145 = 89.1; HCC-2998 = 80.8; SF-268 = 59.9; SF-295 = 71.9; PC-3 = 60.6; SNB-19 = 71.4; U251 = 71.7
Cc1ccc(-c2cc(-c3cc4ccccc4nc3Cl)[nH]c(=S)n2)cc1 is listed with SF-539 = 55.7; SNB-75 = 66.2; DU-145 = 63.7; HCC-2998 = 77.3; SF-268 = 77.8; SF-295 = 45.1; PC-3 = 53.1; SNB-19 = 71.1; U251 = 71.8

Additional compounds follow:
smiles	SF-539	SNB-75	DU-145	HCC-2998	SF-268	SF-295	PC-3	SNB-19	U251
CSc1ccccc1NC(=O)c1ccc2nn(/C(C#N)=C/c3ccccn3)nc2c1	-93.1*	48.1	-99.5*	-94.5*	14.6	-21.9*	-57.7*	12.3	-81.6*
C/C=C(/C)c1ccccc1	98.1	108.1	113.3	98.0	108.7	99.2	101.5	98.2	93.2
CN1CCc2c(c3cccc4c3n2Cc2ccccc2O4)C1	90.2	77.3	106.9	103.2	78.3	105.7	107.0	89.9	86.2
COC(=O)[C@H](Cc1cn(C)cn1)NC(=O)[C@H](CC(C)C)NC(=O)Nc1cc(C(F)(F)F)cc(C(F)(F)F)c1	·	-100.0*[100 µM]	-100.0*[100 µM]	-90.3*[100 µM]	-92.8*[100 µM]	-96.5*[100 µM]	-95.1*[100 µM]	-97.9*[100 µM]	·
O=C(NCc1ccc(Cl)cc1Cl)C1CCC(=O)N1C(=O)NCc1ccc(Cl)c(Cl)c1 (configuration not stated)	87.4	96.4	114.5	95.0	100.1	96.7	96.1	101.7	97.4
CC(C)(C)CC(N)CC(C)(C)C	99.4	108.7	98.1	113.3	91.7	103.6	95.4	109.4	98.6
C=C(C)[C@@H]1CC[C@]2(C(=O)N[C@@H](C(=O)OC)c3ccccc3)CC[C@]3(C)[C@H](CC[C@@H]4[C@@]5(C)Cc6c([nH]c7ccccc67)C(C)(C)[C@@H]5CC[C@]43C)[C@@H]12	93.2	71.4	101.4	95.5	98.5	93.1	111.4	108.5	100.9
Cc1ccc(NC(=O)c2ccc(N3CCN(c4ccccc4)CC3)cc2)cc1NC(=O)c1coc2nc(N)nc(N)c12	103.5	84.6	104.2	93.5	91.7	99.0	98.5	107.5	104.3
Cc1ccccc1N=NC(C#N)C#N	101.5	83.0	99.5	98.0	94.6	97.2	84.7	104.3	102.4
CCOC(=O)CC1CSC(c2ccccc2O)=N1 (configuration not stated)	105.5	98.1	113.2	106.2	107.1	111.2	101.8	101.4	100.7
Cc1[nH]c(=S)[nH]c(=O)c1C	103.1	93.4	109.5	103.2	107.5	102.8	102.4	102.7	92.4
CC(C)(C)n1cc(-c2ccnc(NCCNS(=O)(=O)c3ccc(Cl)cc3)c2)c(-c2ccccc2)n1	80.4	58.2	91.6	80.9	89.4	79.7	62.2	88.2	68.0
CCn1c(SCC(=O)Nc2ccc(-c3nc4ccc([N+](=O)[O-])cc4[nH]3)cc2)nc2ccccc2c1=O	96.7	104.1	96.2	100.3	96.5	92.9	106.0	94.6	102.7
CSc1ccc(C(=O)Nc2ccc3nnn(/C(C#N)=C/c4ccccn4)c3c2)cc1	-92.0*	55.9	-40.3*	-76.3*	30.5	34.8	7.7*	-3.4*	-78.2*
Cn1ncc2cncnc21	100.4	93.3	127.6	107.3	123.8	110.3	77.5	109.3	109.0
S=c1[nH]cccc1-c1nnc2n1Nc1nc3ccc(Cl)cc3cc1CS2	97.7	91.4	116.5	105.6	100.6	98.5	97.7	96.8	105.0
O=C1CCCc2c1oc1c2CCCC1	71.8	86.5	108.4	102.1	98.7	108.9	103.9	112.0	102.9
CC1C(=O)CCCC1=O	98.9	90.9	123.8	108.7	112.0	104.5	107.6	106.0	108.2
CCC/C(=C(/C#N)C(=O)OCC)c1ccccc1	106.0	81.7	109.4	·	102.9	114.0	103.0	95.1	95.0
Brc1ccc(-c2nc3sc(-c4ccc5c(c4)OCO5)nn3c2Br)cc1	102.4	96.5	102.5	92.9	94.3	93.2	72.3	92.3	85.9

smiles	SF-539	SNB-75	DU-145	HCC-2998	SF-268	SF-295	PC-3	SNB-19	U251
O=C(Cc1c(-c2ccccc2[N+](=O)[O-])n(-c2ncnc3c2c(-c2ccccc2)c(-c2ccccc2)n3Cc2ccccc2)[nH]c1=O)c1ccc(Cl)c(Cl)c1	38.2	14.0	32.2	24.9	30.9	3.2*	8.7*	16.8	28.1
CC1=C(c2cc(-c3ccc(N(C)C)cc3)on2)C(c2ccccc2)NC(=S)N1 (configuration not stated)	98.1	73.6	108.3	103.7	98.9	104.6	100.7	99.7	95.4
O=C(/C=C(\Cl)C(=O)NO)NO	98.2	102.6	115.1	99.3	107.9	88.4	101.1	97.8	104.6
COc1cc2c(O)n(CCCn3ccnc3)c3c4cnc5cccc(c(=O)c3c2cc1OC)c54	22.1	52.0	19.2	70.4	36.4	21.4	28.2	33.8	14.0
CC[C@]12C=CCN3CC[C@@]4(c5ccc(OC)cc5N(C)[C@H]4[C@@](O)(C(=O)OC)[C@@H]1OC(=O)CCCN[C@H](Cc1cc4ccccc4[nH]1)C(=O)OC)[C@@H]32	102.1	121.5	105.3	113.0	106.7	104.8	101.5	96.9	106.4
COc1ccc2c(c1OC)C(=O)O[C@H]2[C@H]1c2c(cc3c(c2OC)OCO3)CCN1C	98.9	88.5	116.7	96.6	110.0	94.1	90.1	103.2	97.2
N#CC(N)c1ccc(OCCCCCCCCCCOc2ccc(C(N)C#N)cc2)cc1 (configuration not stated)	90.8	89.5	124.9	104.6	96.5	92.8	91.5	104.9	87.9
COc1ccc(-c2ccc(C)n2-c2ccc(-c3nc4ccccc4s3)cc2)cc1	99.3	·	104.2	91.7	96.0	86.5	91.6	91.9	90.0
Cn1c2c(cc(S(=O)(=O)c3ccccc3)c1=O)CCc1c-2cnn1-c1ccccc1	91.6	78.7	106.9	114.7	101.7	86.4	90.8	104.0	·
CC1(C)C2CC1C1(/C=N/NC(N)=S)C(C2)C(C#N)(C#N)C1(C#N)C#N (configuration not stated)	101.3	101.3	82.6	94.1	97.4	111.0	70.7	94.8	82.1
O=C(Oc1ccc2ccccc2c1)c1ccccc1	103.8	79.9	108.4	107.0	110.4	115.7	115.9	110.0	103.6
O=C(Nc1cccc([N+](=O)[O-])c1)Nc1cccc([N+](=O)[O-])c1	74.9&93.0	106.6&90.5	42.2&82.0	45.2&88.0	82.6&79.9	34.6&76.3	12.7&52.0	52.0&81.7	50.8&88.7
COc1cc2c3c(n(C)c(=O)c2cc1OC)-c1cc2c(cc1C3=O)OCO2	63.7	10.5	56.5	64.5	59.3	29.4	46.8	54.6	36.0
CC1(C)CC[C@]23CC[C@]4(C)[C@H](CC[C@@H]5[C@@]6(C)C/C(=C/c7ccccn7)C(=O)C(C)(C)[C@@H]6CC[C@]54C)[C@H]2[C@H]1OC3	96.4	76.7	97.4	95.6	86.9	98.4	77.9	95.6	90.6
N#Cc1cc2n(c1N)C(=S)N(c1ccccc1)C2=O	98.5	102.3	113.0	102.8	100.8	92.5	100.2	100.7	99.3
OCCCCc1ccccc1	102.0	79.5	109.3	100.9	103.5	·	96.0	104.4	102.6

Some of the entries so far, as labelled records.
COc1ccc(-c2ccc(C)n2-c2ccc(-c3nc4ccccc4s3)cc2)cc1
  SF-539 = 99.3	SNB-75 = ·	DU-145 = 104.2	HCC-2998 = 91.7	SF-268 = 96.0	SF-295 = 86.5	PC-3 = 91.6	SNB-19 = 91.9	U251 = 90.0
Cn1c2c(cc(S(=O)(=O)c3ccccc3)c1=O)CCc1c-2cnn1-c1ccccc1
  SF-539 = 91.6	SNB-75 = 78.7	DU-145 = 106.9	HCC-2998 = 114.7	SF-268 = 101.7	SF-295 = 86.4	PC-3 = 90.8	SNB-19 = 104.0	U251 = ·
CC1(C)C2CC1C1(/C=N/NC(N)=S)C(C2)C(C#N)(C#N)C1(C#N)C#N (configuration not stated)
  SF-539 = 101.3	SNB-75 = 101.3	DU-145 = 82.6	HCC-2998 = 94.1	SF-268 = 97.4	SF-295 = 111.0	PC-3 = 70.7	SNB-19 = 94.8	U251 = 82.1

Hits appear at their usual frequency (roughly 9.9% active in at least one column).
